TDP1 inh = TDP1 (human) enzyme inhibition | Q9NUW8 | recombinant TDP1, AlphaScreen DNA substrate cleavage | Potency, µM (titrated, usually from 130 µM), for inactives: at the highest dose activity change, negative = inhibition, most hits filed as inhibitors | 350,000 tested, 0.28% active | AID 485290; note: nearly all actives have a fitted effect of over 40% in size
Target sequence (Q9NUW8 whole entry, looked up): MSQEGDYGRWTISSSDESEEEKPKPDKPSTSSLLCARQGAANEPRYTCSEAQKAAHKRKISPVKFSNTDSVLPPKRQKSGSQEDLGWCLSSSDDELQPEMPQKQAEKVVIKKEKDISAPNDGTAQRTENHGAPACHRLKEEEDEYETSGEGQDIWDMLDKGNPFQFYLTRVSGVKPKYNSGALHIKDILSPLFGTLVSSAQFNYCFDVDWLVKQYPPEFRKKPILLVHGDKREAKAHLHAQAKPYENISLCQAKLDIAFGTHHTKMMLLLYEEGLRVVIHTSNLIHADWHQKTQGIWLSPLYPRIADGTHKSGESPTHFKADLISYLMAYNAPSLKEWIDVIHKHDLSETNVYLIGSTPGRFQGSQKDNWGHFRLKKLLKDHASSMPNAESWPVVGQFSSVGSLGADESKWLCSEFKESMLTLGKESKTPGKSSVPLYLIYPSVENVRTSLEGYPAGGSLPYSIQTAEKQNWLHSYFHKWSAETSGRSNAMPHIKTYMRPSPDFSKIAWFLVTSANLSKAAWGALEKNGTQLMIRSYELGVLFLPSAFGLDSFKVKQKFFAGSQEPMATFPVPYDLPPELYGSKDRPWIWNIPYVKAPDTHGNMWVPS
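Here, a 5' biotin and 3' phosphotyrosine-FITC DNA oligonucleotide reports Tdp1 activity: intact substrate bridges AlphaScreen beads, while cleavage leaves a 3' phosphate and drops signal. All incubations at room temperature.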
FEN1 inh = human FEN1 inhibition. Recombinant FEN1 flap cleavage, fluorescence, 15 min. P39748. 390,000 tested, 0.35% active. Potency, µM (series often up to 114 µM), inactives show at the highest dose activity change, negative = inhibition, actives largely listed as inhibitors; note: nearly all actives have a fitted effect of over 65% in size
Target sequence (P39748 whole entry, looked up): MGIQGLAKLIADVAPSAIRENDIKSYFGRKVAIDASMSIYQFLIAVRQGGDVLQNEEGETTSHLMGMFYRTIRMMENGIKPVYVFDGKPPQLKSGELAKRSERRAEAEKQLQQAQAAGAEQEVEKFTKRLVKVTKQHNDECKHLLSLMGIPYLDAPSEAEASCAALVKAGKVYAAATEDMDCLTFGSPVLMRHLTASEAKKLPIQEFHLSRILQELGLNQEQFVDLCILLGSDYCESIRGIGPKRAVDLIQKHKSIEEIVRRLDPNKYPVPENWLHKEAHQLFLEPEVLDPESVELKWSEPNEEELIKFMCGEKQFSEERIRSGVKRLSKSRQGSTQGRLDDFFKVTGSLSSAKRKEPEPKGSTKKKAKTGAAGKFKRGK
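FEN1 at 10 nM preincubated with compounds 15 min at room temperature, then flap DNA substrate added at 50 nM final. Signal read at 0 and 15 min; concentration-response fitted with four-parameter Hill equation.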
N370S GC = inhibits or activates N370S mutant glucocerebrosidase. P04062. N370S GC spleen homogenate, 4MU-glucoside fluorescence. Potency, µM (highest dose often 59.4 µM), for the others: at the highest dose activity change, negative = inhibition, usual class: inhibitors. 330,000 tested, 0.092% active. AID 2101;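 note: 0% = full enzyme activity and -100% = no enzyme basal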
* = called active by the depositor; u = inconclusive; x = not tested or not shown; & = joins results of further samples; [ ] = another dose, or the depositor's remark. Calls come from the whole dose curve; as a rule, active = well fitted curve in the direction sought with a large enough effect; inconclusive = small, poorly fitted or top-dose-only effect, or another doubt; inactive = no such curve, though single readings can be large; an effect the other way counts as inactive or inconclusive. Unless noted, % is set by controls: 0 for no effect and ±100 for the full control effect; potency is the fitted concentration of half-maximal effect. Random draw from the library, and some 0.53% of all compounds hit somewhere here.

#	N370S GC	FEN1 inh	TDP1 inh	SMILES
1	u	-14%	5%	CC/C(=C\C1CCCCC1)C(NP(=O)(c1ccccc1)c1ccccc1)c1ccccc1 (stereo not drawn)
2	1%	3%	6%	COc1ccc([N+](=O)[O-])cc1NC(=O)COC(=O)c1ccccn1
3	-6%	-5%	x	CCC(=O)NN1CCc2cc3ccc(C)cc3nc21
4	2%	10%	5%	COc1ccc(-c2c(N)n[nH]c2C)cc1OC
5	u	-19%	4%	Nc1c(C(=O)NCc2ccc3c(c2)OCO3)c2nc3ccccc3nc2n1CCCN1CCOCC1
6	1%	0%	x	CC(C)Cc1nc(SCC(=O)Nc2nnc(CC(C)C)s2)n[nH]1
7	x	10%	8%	Cc1cc(CN2CCN(c3cccc(C)c3C)CC2)cs1
8	x	4%	1%	COc1cc(C)ccc1OCCSc1nc2ccc(NC(=O)c3ccco3)cc2s1
9	26%	6%	6%	Cc1ccc(-n2cc(CN(C)Cc3ncc[nH]3)c(-c3cccc(C)c3)n2)cc1
10	x	-2%	0%	CCN(CC(=O)Nc1ccc2c(c1)OCCO2)C(=O)CCc1ccccc1Cl
11	-9%	8%	-1%	Clc1cnc2nc(SC/C=C/c3ccccc3)[nH]c2c1
12	3%	0%	-6%	Cc1cccc(C)c1N1C(=O)c2ccccc2C1=O
13	1%	-11%	1%	O=C(c1ccc2nccnc2c1)N1CCN(Cc2ccc3c(c2)OCO3)CC1
14	-21%	-5%	7%	CCN(CC)CCN1C(=O)C(=O)/C(=C(/O)c2c(C)[nH]c(C(=O)OC)c2C)C1c1cccs1 (stereo not drawn)
15	x	8%	4%	Cc1cc(C)cc(NC(=O)c2cc(S(=O)(=O)N3CCOCC3)cn2C)c1
16	x	14%	1%	COc1ccc(C(=O)NC(C(=O)NCC2(N3CCCCC3)CCCCC2)C(C)C)cc1 (stereo not drawn)
17	2%	-3%	-6%	Cc1ccc(S(=O)(=O)c2ccc(Cl)cc2)cc1S(=O)(=O)NC(C)C(=O)O (stereo not drawn)
18	x	-5%	9%	COc1ccc(Cn2c(CCC(=O)Nc3cc(C)cc(C)c3)nc3cccnc32)cc1
19	u	1%	4%	NC(=O)C1CCN(C(=O)c2ccc3nc(-c4ccccc4)c(-c4ccccc4)nc3c2)CC1
20	x	-1%	2%	Cc1ccc2oc(-c3cc(NC(=O)c4cccs4)cc(C)c3O)nc2c1
21	-11%	1%	3%	COC(=O)c1[nH]c2ccc(C)cc2c1NC(=O)Nc1ccccc1OC
22	7%	4%	2%	CN(C(=O)COC(=O)CNC(=O)c1sc2ccccc2c1Cl)c1ccccc1
23	-5%	18%	x	COc1cc(/C=N/NS(=O)(=O)c2ccccc2)c(OC)c(OC)c1
24	11%	-34%	5%	Cc1ccsc1/C=N/n1c(-c2cc(-c3ccccc3)n[nH]2)n[nH]c1=S
25	9%	-12%	4%	CN1/C(=C\C(=O)COC(=O)c2ccco2)C(C)(C)c2ccccc21
26	x	-21%	9%	CCC(=O)Nc1ccc(S(=O)(=O)NCc2cccn2Cc2cccc(C)c2)cc1
27	1%	2%	2%	COC(=O)c1cc(C(=O)OC)cc(N2C(=O)CC(NNC(=O)c3ccccc3Br)C2=O)c1 (stereo not drawn)
28	-4%	-2%	-3%	C=C(C)[C@@H]1CC=C(CN2CCC(CCOC)(C(=O)OCC)CC2)CC1
29	x	-4%	1%	COc1ccc(C(=O)CSc2nc(C)cc(C)c2C(=O)Nc2ccccc2C)cc1
30	9%	-2%	0%	COc1ccc(/C=N/Nc2ncc(C(F)(F)F)cc2Cl)cc1OC
31	-16%	-6%	-1%	CCOc1ccc(NC(=O)CCC(=O)c2ccc(-c3ccccc3)cc2)cc1
32	-7%	19%	-5%	COc1ccc(N2C(=O)CCC(C(=O)NCCCN3CCC(C)CC3)C2c2ccc(OC)c(OC)c2)cc1 (stereo not drawn)
33	-21%	-3%	6%	CCOc1cc(/C=C2\SC(=O)N(c3ccc(O)cc3)C2=O)ccc1O
34	6%	-17%	10%	Cc1nn(-c2ccccc2)c2c1C1(C(=O)Nc3ccccc31)N1C(=N2)Sc2ccccc21 (stereo not drawn)
35	5%	u	-14%	COc1ccc2c(C)cc(N3CCCCCC3)nc2c1
36	-29%	2%	0%	COC(=O)c1ccnc(/C=N/O)c1
37	x	-2%	7%	CCN1C(=O)c2ccccc2S(=O)(=O)c2ccc(C(=O)NCc3ccccc3Cl)cc21
38	12%	4%	1%	c1ccc(CCN(Cc2ccccc2)Cc2nc(C3CC3)no2)cc1
39	-9%	-8%	7%	COc1ccc(NC(=O)NCCN2CCN(c3cc(OC)ccc3OC)CC2)cc1
40	-10%	0%	5%	CCO/C=C1/C(=O)N(Cc2ccccc2)C(=O)c2ccccc21
41	x	2%	-1%	CSc1ccc(Cl)c(C(=O)N2CCN(CC(=O)N3CCCC3)CC2)c1
42	-7%	18µM*	u	CC(C)C(C(=O)O)N1C(=O)/C(=C/C=C/c2ccco2)SC1=S (stereo not drawn)
43	x	-3%	-7%	CCCCCCNC(=O)CCc1c(C)nc2nc(-c3cc(OC)cc(OC)c3)nn2c1C
44	3%	-1%	0%	CC(=O)Oc1ccc(S(=O)(=O)c2ccc(OC(C)=O)cc2)cc1
45	0%	x	u	O=C(Nc1cc(C(=O)Nc2ccc(S(=O)(=O)O)cc2)cc(C(=O)Nc2ccc(S(=O)(=O)O)cc2)c1)Nc1cc(C(=O)Nc2ccc(S(=O)(=O)O)cc2)cc(C(=O)Nc2ccc(S(=O)(=O)O)cc2)c1
46	-17%	-11%	4%	O=C(c1ccc(OC2CCN(C(=O)C3CC3)CC2)cc1)N(CCO)Cc1ccccc1
47	x	-27%	0%	O=C(CCc1nc2ccccc2c(=O)[nH]1)Nc1cc(Cl)ccc1N1CCCCC1
48	-1%	-8%	7%	O=C(CN(Cc1ccc2c(c1)OCO2)C(=O)c1cnsn1)NC1CCCC1
49	-9%	-13%	3%	CCOC(=O)N1CCc2c(sc(NC(=O)CN3CCN(C)CC3)c2C(=O)Nc2ccccc2)C1
50	x	5%	3%	COc1cc(NC(=O)CSc2nc3ccccc3nc2Cc2ccc(Cl)cc2)cc(OC)c1

Further results follow:
#	N370S GC	FEN1 inh	TDP1 inh	SMILES
51	1%	4%	8%	O=C(N/N=C/c1ccccc1OCc1ccccc1)c1cccnc1
52	-8%	-5%	x	Cc1ccc(S(=O)(=O)NCC(=O)N2CCc3ccccc3C2)cc1
53	-5%	-6%	3%	O=C(Nc1ccc(N2CCOCC2)c(Cl)c1)c1ccco1
54	11%	-2%	-9%[56.1 µM]	COC(=O)CCC(=O)Nc1cccc(Cl)c1
55	10%	7%	x	N#C/C(=C/c1cccn1-c1cccc(C(=O)O)c1)c1ccc(Cl)cc1
56	-15%	8%	8%	CCc1nc(N2CCN(Cc3ccc4c(c3)OCO4)CC2)c2oc3ccccc3c2n1
57	3%	-14%	3%	COc1ccc2c(C)cc(SC3CCOC3=O)nc2c1 (stereo not drawn)
58	x	1%	1%	CCCc1cc(=O)[nH]c(SCC(=O)NC2CCCCCCC2)n1
59	-5%	-6%	3%	S=c1[nH]nc(-c2ccncc2)n1/N=C/c1ccccc1
60	13%	-3%	6%	CC(C)CNC(=O)c1ccccc1NC(=O)CN(c1ccccc1)S(=O)(=O)N(C)C
61	x	9%	6%	Cc1c(C(=O)NCc2cccc(Cl)c2)sc2nc3n(c(=O)c12)CCC3
62	3%	-2%	x	C=C(C)n1c(=O)n(Cc2ccc(C)cc2)c2ccccc21
63	13µM*	x	14%	C#CCOCCOCCOCCNc1nc(N2CCN(C(=O)CCCCCCCCCCNC(=O)[C@H](CO)n3cc(CCCCCN)nn3)CC2)nc(N2CCN(C(=O)CCCCCCCCCCNC(=O)[C@H](CCCN=C(N)N)n3cc(C[C@@H](C)CC)nn3)CC2)n1
64	x	3%	0%	CCOc1cc(C2Nc3ccccc3C(=O)N2Cc2ccco2)ccc1OCc1ccccc1Cl (stereo not drawn)
65	x	-5%	11%	CCOc1ccc(-c2nc3c(C#N)c[nH]n3c2NC2CCCCC2)cc1
66	-1%	-2%	5%	O=C(CCC1CCCC1)N1CCN(C(=O)c2cccnc2)CC1
67	-18%	3%	5%	O=C(NN=C1CCCCCCCCCCC1)c1cccc(S(=O)(=O)N2CCOCC2)c1
68	-12%	1%	4%	O=C(CN1CCN(C(c2ccccc2)c2ccccc2)CC1)NCc1ccccc1
69	x	-8%	1%	COc1ccccc1CNC(=O)C1CCN(C2=NS(=O)(=O)C(c3ccc(C)c(C)c3)=C2C)CC1
70	x	0%	1%	O=C(O)CCC(=O)OCCc1cc2ccccc2c(=O)o1
71	2%	-6%	8%	O=C(CCCN1C(=O)/C(=C/c2ccccc2)SC1=S)Nc1ccc(C(=O)O)c(O)c1
72	-9%	-3%	x	CCN(C(=O)Cc1c(C(=O)O)n(C)c2ccccc12)c1cccc(C)c1
73	x	1%	2%	Cc1ccc(/C=C/c2onc(C)c2S(=O)(=O)N2CCC(C(=O)NCc3ccc(OC(C)C)cc3)CC2)cc1
74	6%	0%	4%	O=C(O)c1c2c(nc3ccc(S(=O)(=O)N4CCC(C(=O)NC5CCCC5)CC4)cc13)CCCCC2
75	3%	-5%	4%	CN(C)c1ccc(CNC(=O)C2CCN(S(=O)(=O)c3ccc4c(c3)CCCC(=O)N4)CC2)cc1

Shown field by field: part of the list above
#72 CCN(C(=O)Cc1c(C(=O)O)n(C)c2ccccc12)c1cccc(C)c1
  N370S GC = -9%
  FEN1 inh = -3%
  TDP1 inh = x

#52 Cc1ccc(S(=O)(=O)NCC(=O)N2CCc3ccccc3C2)cc1
  N370S GC = -8%
  FEN1 inh = -5%
  TDP1 inh = x

#64 CCOc1cc(C2Nc3ccccc3C(=O)N2Cc2ccco2)ccc1OCc1ccccc1Cl (stereo not drawn)
  N370S GC = x
  FEN1 inh = 3%
  TDP1 inh = 0%

#65 CCOc1ccc(-c2nc3c(C#N)c[nH]n3c2NC2CCCCC2)cc1
  N370S GC = x
  FEN1 inh = -5%
  TDP1 inh = 11%

Whole records, quoted from the list. Order of values: N370S GC, FEN1 inh, TDP1 inh
`COC(=O)CCC(=O)Nc1cccc(Cl)c1` reads 11%, -2%, -9%[56.1 µM]
`O=C(CCC1CCCC1)N1CCN(C(=O)c2cccnc2)CC1` reads -1%, -2%, 5%
`CC(C)CNC(=O)c1ccccc1NC(=O)CN(c1ccccc1)S(=O)(=O)N(C)C` reads 13%, -3%, 6%

Further compounds follow.
#	N370S GC	FEN1 inh	TDP1 inh	SMILES
76	-1%	-16%	3%	CCCCC1(CC(=O)OCC)C(=O)N(c2ccccc2)N(c2ccccc2)C1=O
77	-2%	-7%	-1%	O=C(O)c1ccc(Nc2nc(-c3ccccc3)c3ccccc3n2)cc1
78	10%	-9%	7%	O=C(CSc1ccc2nnc(CCNC(=O)c3ccccc3)n2n1)NCCc1ccccc1
79	11%	-20%	5%	Cc1ccc(S(=O)(=O)N[C@@H](CC(C)C)C(=O)NCc2ccco2)cc1
80	12%	-6%	3%	CC(N=Cc1cc([N+](=O)[O-])ccc1O)c1ccccc1 (stereo not drawn)
81	-16%	0%	0%	O=C(NCC(=O)N1CCN(C(=O)c2ccco2)CC1)c1ccc(Br)cc1
82	-9%	-6%	-9%	CCN1CCN(c2ccc(S(=O)(=O)N3CCOCC3)cc2NC(=O)c2ccc(F)cc2Cl)CC1
83	3%	-4%	4%	CCN(C(=O)Cn1c([N+](=O)[O-])cnc1C)c1ccccc1
84	-4%	-2%	4%	CN(C)c1ccc(N2C(=NC(=O)CC3CCCCC3)SC3CS(=O)(=O)CC32)cc1 (stereo not drawn)
85	x	-4%	-2%	Cc1ccc(NC(=O)c2sc3ncn(Cc4cccc(F)c4)c(=O)c3c2C)c(Br)c1
86	0%	7%	1%	CC(C)(Oc1ccc(Cl)cc1)C(=O)Nc1ccc2oc(=O)ccc2c1
87	-16%	3%	x	CCc1nnc(NC(=O)CSc2ccc(-c3ccc(-n4cccn4)cc3)nn2)s1
88	-3%	13%	2%	O=C(NCCCN1CCOCC1)c1ccc([N+](=O)[O-])cc1[N+](=O)[O-]
89	-10%	-1%	1%	COCCN(C(=O)COC(=O)C1CCC(C(C)(C)C)CC1)c1c(N)n(Cc2ccccc2)c(=O)[nH]c1=O (stereo not drawn)
90	-14%	4%	-1%	O=c1c2ccccc2[nH]c(=S)n1Cc1cccs1
91	-8%	2%	-3%	CC(CCc1ccccc1)NC(=O)C(C)OC(=O)c1ccco1 (stereo not drawn)
92	-6%	u	3%&-4%	COc1cc2c(cc1OC)C1CC(=O)C(CC(C)C)CN1CC2 (stereo not drawn)
93	-2%	0%	x	Cc1cc(C)c2c(CN3CCC(C)CC3)cc(=O)oc2c1C
94	x	6%	1%	Cc1noc(/C=C/c2ccccc2F)c1S(=O)(=O)N1CCC(C(=O)N(C)Cc2ccco2)CC1

Screening data as filed in PubChem.
